# RBX1-CUL1 inh: human ROC1-CUL1 E3 ligase inhibition; in vitro K48 di-Ub FRET, acceptor:donor ratio, 45 min; inhibition, % at 10 µM; actives 0.6% (n = 140,000); AID 1347404; in the data active means inhibition above about 25%
# Target sequence (P62877 whole entry, looked up): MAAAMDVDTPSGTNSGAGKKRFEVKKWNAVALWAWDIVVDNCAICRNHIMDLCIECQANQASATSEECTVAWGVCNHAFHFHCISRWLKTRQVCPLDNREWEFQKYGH
# Target sequence (Q13616 whole entry, looked up): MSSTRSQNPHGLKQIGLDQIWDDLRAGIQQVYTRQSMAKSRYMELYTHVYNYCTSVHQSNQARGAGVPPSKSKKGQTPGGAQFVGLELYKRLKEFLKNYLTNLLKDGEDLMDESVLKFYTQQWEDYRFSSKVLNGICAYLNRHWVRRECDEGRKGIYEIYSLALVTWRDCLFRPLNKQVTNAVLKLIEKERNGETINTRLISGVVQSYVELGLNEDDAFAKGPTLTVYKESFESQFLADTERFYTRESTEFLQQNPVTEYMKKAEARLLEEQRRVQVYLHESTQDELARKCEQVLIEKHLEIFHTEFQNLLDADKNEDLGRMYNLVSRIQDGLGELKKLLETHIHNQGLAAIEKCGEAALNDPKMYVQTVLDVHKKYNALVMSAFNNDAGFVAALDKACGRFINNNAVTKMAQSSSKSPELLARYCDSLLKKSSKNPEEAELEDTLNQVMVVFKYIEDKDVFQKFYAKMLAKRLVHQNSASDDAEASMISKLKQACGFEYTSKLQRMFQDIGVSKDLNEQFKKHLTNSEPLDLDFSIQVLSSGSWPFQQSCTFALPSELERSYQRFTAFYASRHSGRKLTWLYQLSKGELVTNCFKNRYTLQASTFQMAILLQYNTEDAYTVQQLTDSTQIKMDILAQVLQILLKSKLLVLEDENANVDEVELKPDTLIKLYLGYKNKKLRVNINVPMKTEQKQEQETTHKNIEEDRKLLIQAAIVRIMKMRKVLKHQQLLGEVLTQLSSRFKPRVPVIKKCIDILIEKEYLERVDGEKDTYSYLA
# Starred values were filed as active, the others as inactive. This is a subset (hit frequency here may not be typical).
Compound | RBX1-CUL1 inh
COc1ccc(C(=O)Nc2ccc3nc(SCC(=O)N(C)c4ccccc4)sc3c2)cc1 | -3
N#Cc1ccc(C#N)c(-c2ccccc2)c1 | -6
OCCN1CCN(CCOc2ccccc2-c2ccccc2)CC1 | -9
COc1cccc(-c2ccc3c(N)c(C(=O)Nc4cccc(C)c4C)sc3n2)c1 | 5
CCc1nn(Cc2cc(C)ccc2C)c(=O)c2cc3cc(C)ccc3n12 | 2
Cc1cc(C)c(C2C3=C(CCCC3=O)OC(=N)C2C#N)cc1CSc1ccc(Cl)cc1 (stereo not given) | 6
CCOC(=O)N1CCc2c(sc3c2c(=O)n(Cc2ccccc2)c(=O)n3CC(=O)Nc2ccc(C)c(C)c2)C1 | 4
Cc1cc(C(F)(F)F)nn1CC(=O)NC(C)COc1ccccc1 (stereo not given) | -10
O=C1C2C3c4ccccc4C(c4ccccc43)C2C(=O)N1c1nc2ccccc2s1 (stereo not given) | -14
Cc1cccc(N2CCN(C3=NC(=O)/C(=C\c4ccc(-c5ccccc5)o4)S3)CC2)c1 | 5
COCCN1C(=O)CC(CC(=O)N(C)CCc2ccccc2)(c2ccccc2F)C1=O (stereo not given) | -8
O=C(COc1ccc2ccccc2c1)NC1CC(=O)N(c2ccccc2)C1 (stereo not given) | -8
CCOc1ccc(-c2[nH]nc3c2C2(C(=O)N(CC(=O)OC)c4ccccc42)C(C#N)C(=N)O3)cc1 (stereo not given) | 2
O=S(=O)(Nc1cccc(-c2nc3ccccc3s2)c1)c1ccc(F)c(Cl)c1 | -3
O=C(CSCc1ccc(Cl)cc1Cl)Nc1cccc(-c2nc3ccccc3[nH]2)c1 | 19
COc1ccc2c(c1)c1c(c(=O)n(Cc3ccccc3)c(=O)n1CC(=O)Nc1ccccc1F)n2C | -1
Cc1c(C(=O)Nc2ccc(C(C)C)cc2)sc2nc3n(c(=O)c12)CCC3 | -1
O=C(N/N=C/c1ccc(Br)s1)c1ccc(CSc2ncccn2)cc1 | -5
CC1(C)CC(=O)C2C(=NC3=NC(=O)NC(=O)C3C2c2ccc(Cl)cc2Cl)C1 (stereo not given) | 5
Fc1ccccc1-n1ncc2c1ncn1nc(Cc3ccccc3)nc21 | -10
CC1(C)CCCC(CO)=C1CSc1ccccc1 | -2
Cc1ccc(C(=O)NC(Nc2cccc(Cl)c2Cl)C(Cl)(Cl)Cl)cc1 (stereo not given) | 9
O=C(N/N=C/c1ccco1)c1ccc(C(=O)N/N=C/c2ccco2)o1 | 3
CCn1c(SC(C)C(=O)NC(c2ccccc2)c2ccccc2)nnc1-c1ccc(N)cc1 (stereo not given) | 5
CCn1cc(Cl)c(C(=O)N2N=C3/C(=C/c4ccc(OC)c(OC)c4)CCCC3C2c2ccc(OC)c(OC)c2)n1 (stereo not given) | -15

# 4 of the entries above in order of the RBX1-CUL1 inh value, smallest number first:
SMILES	RBX1-CUL1 inh
OCCN1CCN(CCOc2ccccc2-c2ccccc2)CC1	-9
COc1ccc(C(=O)Nc2ccc3nc(SCC(=O)N(C)c4ccccc4)sc3c2)cc1	-3
CC1(C)CCCC(CO)=C1CSc1ccccc1	-2
COc1cccc(-c2ccc3c(N)c(C(=O)Nc4cccc(C)c4C)sc3n2)c1	5

# A second format for 4 compounds above:
Cc1cccc(N2CCN(C3=NC(=O)/C(=C\c4ccc(-c5ccccc5)o4)S3)CC2)c1
- RBX1-CUL1 inh: 5
CC1(C)CCCC(CO)=C1CSc1ccccc1
- RBX1-CUL1 inh: -2
O=S(=O)(Nc1cccc(-c2nc3ccccc3s2)c1)c1ccc(F)c(Cl)c1
- RBX1-CUL1 inh: -3
CCn1cc(Cl)c(C(=O)N2N=C3/C(=C/c4ccc(OC)c(OC)c4)CCCC3C2c2ccc(OC)c(OC)c2)n1 (stereo not given)
- RBX1-CUL1 inh: -15

# (list continues)
Compound | RBX1-CUL1 inh
O=C(Nc1cccc(Cl)c1)NC1Cc2ccccc2C1 | 3
CCOc1ccc(Cl)cc1C1CC(=O)Nc2cc(OC)c(OC)c(OC)c21 (stereo not given) | 0
CCC(=O)N1CCN(S(=O)(=O)c2cc(C)ccc2C)CC1 | -5
COc1cc(/C=N/NC(=S)Nc2ccc(C)cc2)c([N+](=O)[O-])cc1OC | 4
Cc1cc2nnc(SCC(=O)Nc3c(Cl)cc(Cl)cc3Cl)n2c2ccccc12 | 7
Cc1nc(N2C(=O)C(=O)C(C(=O)c3ccc(Cl)cc3)C2c2ccco2)sc1C (stereo not given) | 4
Cn1c2cccc3cccc(c32)[n+]2nc3c(cc12)c1cccc2cccc3c21 | 95*
NC(=O)C1CCN(C(=O)c2ccc(NC(=O)c3nsc4ccccc34)cc2)CC1 | 3
CCOc1ccc(OCC)c(N2C(=O)NC(=O)/C(=C\c3ccc(Br)o3)C2=O)c1 | 76*
Cc1oncc1-c1nn2c(COc3ccccc3)nnc2s1 | -3
O=C1NC(=O)C([N+](=O)[O-])C(=NC2CCCCC2)N1 (stereo not given) | 5
COCCCNC(=O)c1ccc(Cn2c(SCc3ccc(F)cc3)nc3cccnc32)cc1 | 8
CCc1ccccc1NS(=O)(=O)c1ccc2c(c1)C(=O)C(C(=O)N(CC(C)C)CC(C)C)C=N2 (stereo not given) | 6
Cc1ccc(CNC(=O)CCCn2c(=O)c3ccccc3n(Cc3ccccc3Cl)c2=O)cc1 | 3
CCOC(=O)N1CCC(NC2CCN(c3ccc(C(=O)NCCN4CCOCC4)cc3)CC2)CC1 | -6
O=c1c2c3c(sc2nc2c4ccccc4c4nnnn4n12)CCCC3 | -2
COC(=O)C(NC(=O)c1ccccc1Cl)(Nc1nc2ccc(S(C)(=O)=O)cc2s1)C(F)(F)F (stereo not given) | -4
O=C(N=C(C(=O)N1CCCCC1)C(Sc1ccc(Cl)cc1)c1ccccc1)c1ccccc1 (stereo not given) | -1
Cc1cccc(NCc2ccccc2O)c1C | 2
Cc1cc(C)c2[nH]c3nc(=S)[nH]nc3c2c1 | -4
COc1ccccc1NC(=O)CSc1nc(-c2ccc(C)cc2)nc2c1Cc1c(CO)cnc(C)c1O2 | -1
Cc1nn2c(c1-c1ccccc1)N=C(c1ccco1)CC2c1ccccn1 (stereo not given) | 10
COc1ccc(S(=O)(=O)N(CC(=O)NCCSc2ccc(C)cc2)c2ccc(C)cc2)cc1 | 0
COc1ccc(OCc2nnc(SCC(=O)Nc3c(C)cc(C)cc3C)n2C)cc1 | -4
C=CCNS(=O)(=O)c1ccc(OC)c(C)c1 | -3
COc1ccc(C(=O)Nc2ccc(N(C)C)cc2)cc1 | 0
COc1cc(-c2nc(-c3nonc3N)no2)cc(OC)c1OC | 11
Cc1ccc(N2CCN(S(=O)(=O)c3cccc4ccccc34)CC2)cc1Cl | -18
CN1CCCn2ccc3nc(Cl)nc1c32 | 4
CCN(C(=O)CCc1nc(-c2ccc(C)cc2)no1)c1cc(C)ccc1C | 2
CCCCCC[C@@H]1[C@@H](NS(=O)(=O)c2ccc(C)cc2)C(=O)NC1(C(=O)OCC)C(=O)OCC | 5
Cc1ccc(C(=O)C(OC(=O)c2ccc(F)cc2)c2ccccc2)cc1 (stereo not given) | 3
CCOc1ccccc1C1C(C(N)=O)C(C)=Nc2nc(-c3ccccc3Cl)nn21 (stereo not given) | 1
CCCC12CN3CC(CCC)(CN(C1)C3c1ccc(O)cc1)C2=O (stereo not given) | 9
CCn1c(C)nc2[nH]c3c(c(=O)c21)c(=O)n(C)c(=O)n3C | 0
CC(C)OC1C(=O)C(=O)C1=NCCN(C)C (stereo not given) | 3
CCCn1c(=O)c2c(nc3n(CCCOC)c(C)cn23)n(C)c1=O | -3
CCN1CCN(C2(C(=O)N3CCC(C)CC3)Cc3ccccc3C2)CC1 | 8
O=C(CN1C(=O)C2(SCC(=O)N2c2cccc(Cl)c2)c2ccccc21)NCCc1ccccc1 (stereo not given) | -4
Brc1ccc2[nH]c3c(c2c1)CCCC3=NCc1ccccc1 | 9
O=C(c1ccco1)n1nc(-c2ccco2)oc1=S | -5
CC1=NN(c2c(Cl)cc(Cl)cc2Cl)C(=O)C1C=O (stereo not given) | -9
CCOc1cccc(C2Nc3cccc4cccc(c34)N2)c1O | 2
COc1cccc(N2CC(C(=O)Nc3c(C)cccc3C)CC2=O)c1 (stereo not given) | 6
COc1ccc(NC(=O)Cn2c(=O)n(CCC(C)C)c(=O)c3cccnc32)cc1Cl | 8
CCOc1ccc(-n2c(SCC(=O)N3CCC(C)CC3)nc3c([nH]c4ccccc43)c2=O)cc1 | -6
c1csc(Cc2nc3ccccc3[nH]2)c1 | -11
Cc1ccc(-c2nnc(SCC(=O)NCc3ccccc3)o2)cc1 | 11
N#CC1C(=N)Oc2cc(N)ccc2C1c1ccccc1F (stereo not given) | 9
O=C(CSc1nc2c([nH]c3ccccc32)c(=O)n1-c1ccc(F)cc1)Nc1ccc2c(c1)OCCO2 | 0

# Following part:
Compound | RBX1-CUL1 inh
CCC(C)(C)C1CCC(NC(=O)C2CCN(C(C)=O)CC2)CC1 (stereo not given) | 7
C=CCOc1cccc(C2C(C(=O)c3ccc(OCC)cc3)C(=O)C(=O)N2Cc2ccccc2)c1 (stereo not given) | -9
CCN(CC)C(=O)COC1c2ccccc2CCCc2ccccc21 | -1
COc1ccc(Cl)cc1S(=O)(=O)N1CCN(C(=O)c2cc(-c3ccc(Br)cc3)n[nH]2)CC1 | 9
COc1ccc(C)cc1NC(=O)c1cc2c(=O)n(Cc3cccnc3)ccc2nc1C | -8
CCCCn1c(=O)c2c(nc3n2CC(C)=NN3)n(C)c1=O | 2
CCOc1cc(CN2Cc3cc(OC)ccc3OC(CC)C2)ccc1O (stereo not given) | -2
Cn1c2nc(=O)n(CCCS(=O)(=O)O)c(=O)c-2cc2ccccc21 | -3
COc1cccc(-c2ccc(C#N)c(SCC(=O)Nc3cccc(Cl)c3Cl)n2)c1 | 14
CCOc1ccccc1C(=O)N(Cc1ccco1)Cc1ccco1 | -6
Cc1ccc(CS(=O)(=O)Nc2ccc(C)cc2)cc1 | -1
CC(Oc1cccc(NC(=O)c2cccs2)c1)C(=O)c1cccc(Cl)c1 (stereo not given) | 2
Cc1ccc(-c2cc(C(=O)NCc3cccnc3)c3ccccc3n2)s1 | 10
CC(C)(C)C(=O)Nc1sc2c(c1C(=O)Nc1cccc3ccccc13)CCCC2 | -2
COc1ccc2nc(NC(=O)c3nc(SC(C)C)ncc3Cl)sc2c1 | 3
O=C(COc1cc(Cl)ccc1Cl)N1CCCCC1 | 6
C=C(C)CSc1ccccc1C(N)=O | -1
CCCNC(=O)c1cc(-c2ccc(C(C)C)cc2)nc2ccc(Br)cc12 | 4
CCCCCC(=O)NC(=S)Nc1ccc(F)cc1 | -5
COCCc1nc2ccc(C(=O)NCCN3CCC(c4ccccc4)C3)cc2o1 (stereo not given) | -1
CCC(C)C(=O)N1CCC(C2(C)NC(=O)N(Cc3cccc(OC)c3OC)C2=O)CC1 (stereo not given) | -4
COc1cc(CNC(=O)c2ccc(NC(=O)N3CCCCc4ccccc43)cc2)cc(OC)c1OC | 0
Cc1cc(OCCCN2CCCCC2)ccc1Cl | -2
CCOc1cc(CNC(=O)NC2COc3ccc(OC)cc3C2)cc(OCC)c1OCC (stereo not given) | -1
CCC(C)c1ccccc1NC(=O)C(c1ccccc1)c1ccccc1 (stereo not given) | -1
O=[N+]([O-])c1ccn(Cc2ccccc2F)n1 | 7
Cc1ccc(Cl)cc1N1CCN(C(=O)Cn2nc(C)n3c(cc4sccc43)c2=O)CC1 | -5
CC(Cc1cc(C(=O)N(C)Cc2cnn(-c3ccc(F)cc3)c2)on1)c1ccccc1 (stereo not given) | 0
COc1ccccc1-c1nc2n(n1)C(=O)CC(C)=N2 | -3
CCOC(=O)c1ccc(N2C(=O)CC(SCC(=O)Nc3ccc(Cl)cc3)C2=O)cc1 (stereo not given) | 0
CSc1nsc(SC)c1C(=O)O | -7
CCOC(=O)c1cnc2c(Cl)c(Cl)ccc2c1Nc1ccc(N(C)C)cc1 | 3
CCOC(=O)C(C)Oc1ccc(C2NC(=S)NC(c3ccccc3)=C2C(=O)Nc2ccc(C)cc2)cc1 (stereo not given) | 4
CCNS(=O)(=O)c1cc(C(=O)NC2CCCCC2)ccc1OC | -2
O=C1C(=Cc2ccc(N3CCCC3)cc2)C(=O)c2ccccc21 | 0
CCOc1ccc(CNC(=O)c2ccc3c(c2)nc2n3CCCCC2)cc1 | 6
Cc1cc(C)cc(NC(=O)c2cccc(C(=O)Nc3cc(C)cc(C)c3)c2)c1 | 4
CCOc1ccc2cc(S(=O)(=O)N3CCN(c4ccccc4F)CC3)ccc2c1 | -3
NS(=O)(=O)c1ccc(CCNc2nccn(-c3cccc(C(F)(F)F)c3)c2=O)cc1 | 16
Cc1ccc(OS(=O)(=O)S(C)(C)c2cccc(C(=O)O)c2)cc1 | 5
CC(=O)NCCNC(=O)CCCc1nnc2n(C)c(=O)c3sccc3n12 | 2
CCOC(=O)c1ccccc1NC(=O)Cn1c(=O)n(CCC(=O)NCc2ccccc2OC)c(=O)c2ccccc21 | 4
CNS(=O)(=O)c1cnccc1N1CCN(c2cccc(C(F)(F)F)c2)CC1 | 4
CCn1ncc(C2C3=C(CCCC3=O)N=C(C)C2C(=O)OC)c1C (stereo not given) | 2
C=CCNS(=O)(=O)c1ccc(OC)c(Cl)c1Cl | 0
COc1ccc(C2c3c(cc(C)oc3=O)OC(=N)C2[N+](=O)[O-])cc1 (stereo not given) | 0
CC(=O)c1cccc(NC(=O)CSc2ncnc3sc(C)c(C)c23)c1 | 1
CN(C)c1nc2nonc2nc1N(C)CCc1cnn(C)c1 | 7
Cc1cccc2c1N=C(CSc1ccccc1NC(=O)C(C)(C)C)CC2=O | -6
COc1ccc(OC)c(-n2c(CN3CCN(c4cccc(C)c4)C(C)C3)nc3ccccc3c2=O)c1 (stereo not given) | 0
CCc1ccc(S(=O)(=O)Nc2ccc3c(c2)n(C)c(=O)c(=O)n3C)cc1 | 13

# Compound activity deposited in PubChem BioAssay by Icahn School of Medicine at Mount Sinai.
